Bioassay records as filed in PubChem BioAssay.
Tb PGK inh: T. brucei PGK inhibition | 380,000 compounds, 0.043% hits | PGK/GAPDH coupled, Kinase-Glo luminescence, 60 min | AID 602233 | P07378 | Potency, µM (highest dose often 57.5 µM), for inactives: top-dose activity change, negative = inhibition, actives largely listed as inhibitors; also: % is scaled to controls: 0 for no effect and ±100 for the full control effect; nearly all actives have a fitted effect of over 60% in size
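Recombinant glycosomal PGK reaction used 1,3-bisphosphoglycerate generated in-well by GAPDH (100nM final) in 100mM TEA pH 7.6, 5mM MgCl2, 0.01% Tween-20. After 60 minutes at room temperature, ATP was read by Kinase-Glo Plus luminescence end-point.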
GLS inhibitor: glutaminase GLS (human) inhibition. Potency, µM (series often up to 45.5 µM), inactives show top-dose activity change, negative = inhibition, usual class: inhibitors. 410,000 compounds, 0.21% hits. AID 624170. O94925. GLS enzymatic activity, qHTS titration; also: % is scaled to controls: 0 for no effect and ±100 for the full control effect
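Coupled fluorescence readout: glutamate oxidase/HRP/Amplex Red detect glutamate formed by hKGA from L-glutamine (1 mM solution added). Buffer 45 mM KH2PO4 pH 8.2, 0.02% Tween-20; reads at t0 and 30 min RT.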
ERG Ets-DNA blk: blocks human ERG Ets domain binding to DNA; P11308; fluorescence polarization, His-ERG Ets domain / labelled DNA; Potency, µM (highest dose often 76.9 µM), for inactives: at the top dose FP activity, negative = inhibition, actives largely listed as inhibitors; 370,000 compounds, 0.028% hits; active = well fitted inhibition curve with a large enough effect in the polarisation, with a control signal flat; inconclusive = small, poorly fitted or top-dose-only effect, or effect the other way, or a change in a side signal; inactive = no such curve, though single readings can be large or run the other way; the % refers to the polarisation;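 also: polarization taken with two DNA probes labelled with fluorescein and Texas red; % of control where 0% means no effect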
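His-tagged ERG Ets domain (1 uM in the protein solution; 300mM KCl, 50mM Tris-HCl, 1mM EDTA, 1mM DTT, pH 7.5) received compound, then a probe mix of 5 nM fluorescein-DNA and 100nM Texas-615-DNA. Fluorescence polarization was read for both dyes.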
rTrxR1 inhibitor: inhibitors of rat thioredoxin reductase 1; O89049; recombinant rTrxR1, NADPH fluorescence consumption, selenite substrate; Potency, µM (series often up to 114 µM), without a hit: top-dose activity change, negative = inhibition, hits mostly inhibitors; 390,000 compounds, 1% hits; AID 588453; also: % is scaled to controls: 0 for no effect and ±100 for the full control effect; nearly all actives have a fitted effect of over 65% in size
Target sequence (O89049 whole entry, looked up): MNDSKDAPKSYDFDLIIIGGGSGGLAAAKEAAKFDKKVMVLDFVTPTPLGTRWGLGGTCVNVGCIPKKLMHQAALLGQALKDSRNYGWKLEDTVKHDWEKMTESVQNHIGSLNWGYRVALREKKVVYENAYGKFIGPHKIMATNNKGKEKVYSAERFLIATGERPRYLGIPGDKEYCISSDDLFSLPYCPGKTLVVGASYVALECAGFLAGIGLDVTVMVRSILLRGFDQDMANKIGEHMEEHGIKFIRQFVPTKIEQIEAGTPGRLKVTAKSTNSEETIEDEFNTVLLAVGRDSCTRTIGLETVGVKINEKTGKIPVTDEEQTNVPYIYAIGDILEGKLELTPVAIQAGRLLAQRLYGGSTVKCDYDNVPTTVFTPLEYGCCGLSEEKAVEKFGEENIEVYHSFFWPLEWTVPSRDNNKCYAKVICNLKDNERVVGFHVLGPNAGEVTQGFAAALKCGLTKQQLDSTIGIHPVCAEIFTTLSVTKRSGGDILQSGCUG
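Rat TrxR1 (90 nM in the dispensed reagent) was pre-reduced with 400 uM NADPH for 5 min at room temperature, then incubated with compound for 15 min. After 400 uM selenite was added, NADPH fluorescence (Ex 340/Em 450 nm) was followed for 8 min.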
Pin1 inhibitor: human Pin1 inhibition | Q13526 | Pin1 FP peptide displacement, HiFluor488, 10 min | Potency, µM (titrated, usually from 115 µM), inactives show top-dose activity, negative = inhibition, usual class: inhibitors | 390,000 compounds, 0.009% hits; active = well fitted inhibition curve with a large enough effect in the polarisation, with a control signal flat, not every such curve was filed as active; inconclusive = small, poorly fitted or top-dose-only effect, or effect the other way, or a change in a side signal; inactive = no such curve, though single readings can be large or run the other way; the % refers to the polarisation; also: % is scaled to controls: 0 for no effect and ±100 for the full control effect
Target sequence (Q13526 whole entry, looked up): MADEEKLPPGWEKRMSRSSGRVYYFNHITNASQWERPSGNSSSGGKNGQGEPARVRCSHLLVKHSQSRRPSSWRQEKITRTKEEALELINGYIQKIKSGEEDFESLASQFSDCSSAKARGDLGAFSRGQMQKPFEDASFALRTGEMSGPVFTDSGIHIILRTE
HP1b chromo inh: inhibitors of HP1-beta chromodomain binding to methylated histone tails; P83916; AlphaScreen HP1-beta / biotin-H3K9me3 peptide binding; Potency, µM (series often up to 114 µM), inactives show top-dose activity change, negative = inhibition, usual class: inhibitors; 390,000 compounds, 0.56% hits; also: nearly all actives have a fitted effect of over 70% in size; inactives centre near 23
Target sequence (P83916 whole entry, looked up): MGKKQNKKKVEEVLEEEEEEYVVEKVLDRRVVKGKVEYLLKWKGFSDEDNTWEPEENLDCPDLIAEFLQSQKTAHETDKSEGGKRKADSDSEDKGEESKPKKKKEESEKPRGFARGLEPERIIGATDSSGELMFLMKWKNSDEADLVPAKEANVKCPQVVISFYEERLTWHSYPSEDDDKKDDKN
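AlphaScreen: HP1-beta (50 nM) preformed 30 min with biotin-H3(1-18)K9me3 peptide (50 nM) in PBS pH 7.4, 0.01% Tween-20. Compound added for 30 min at RT, then streptavidin donor/nickel chelate acceptor beads (10 ug/mL) for 30 min.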
RGS4 inhibitor: human RGS4 inhibition | Potency, µM (doses to about 114 µM), inactives show at the highest dose activity change, negative = inhibition, hits mostly inhibitors | P49798 | 390,000 compounds, 0.039% hits | Transcreener GDP fluorescence polarization, RGS4-accelerated GTP hydrolysis; also: % is scaled to controls: 0 for no effect and ±100 for the full control effect; nearly all actives have a fitted effect of over 75% in size; some results filed as inactive show a strong effect at the top dose
Target sequence (P49798 whole entry, looked up): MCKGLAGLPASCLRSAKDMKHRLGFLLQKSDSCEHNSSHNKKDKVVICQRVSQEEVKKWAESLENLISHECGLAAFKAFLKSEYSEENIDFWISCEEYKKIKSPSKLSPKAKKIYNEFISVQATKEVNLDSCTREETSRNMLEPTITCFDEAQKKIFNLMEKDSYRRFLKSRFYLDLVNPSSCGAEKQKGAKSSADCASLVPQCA
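MLSMR compounds (23 nl, pin-transferred) preincubated 10 min at room temperature with a 500nM (2x) first reagent, then RGS4 at 900nM (2x) plus Transcreener GDP mix added; fluorescence polarization (620/688 nm) read before and after 90 min at 30 °C.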
12-LOX inh: blocks human arachidonate 12S-lipoxygenase; P18054; purified 12hLO, xylenol orange hydroperoxide absorbance; Potency, µM (highest dose often 108 µM), for inactives: top-dose activity change, negative = inhibition, most hits filed as inhibitors; 580,000 compounds, 1.1% hits; AID 1671190; also: % is scaled to controls: 0 for no effect and ±100 for the full control effect
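Hydroperoxide product was detected by ferrous iron/xylenol orange as the 573 to 405 nm absorbance ratio. Arachidonic acid at 40 uM (final) was turned over for 30 min at room temperature by 150 nM human 12hLO, pH 7.0 Hepes buffer, after 15 min compound preincubation.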
JMJD2A Tudor: JMJD2A Tudor domain (human) inhibition | Potency, µM (series often up to 114 µM), for inactives: top-dose activity change, negative = inhibition, most hits filed as inhibitors | 390,000 compounds, 4.4% hits | O75164 | AlphaScreen JMJD2A-Tudor / H3K4me3 peptide binding | AID 504339; also: % is scaled to controls: 0 for no effect and ±100 for the full control effect; nearly all actives have a fitted effect of over 50% in size
* marks the source's active call; other numbers are inactive results; i = inactive; ? = inconclusive; nt = no result given; [ ] = another dose, or the depositor's remark. Unless noted, calls follow the shape of the dose curve; as a rule, active = well fitted curve in the direction sought with a large enough effect; inconclusive = small, poorly fitted or top-dose-only effect, or another doubt; inactive = no such curve, though single readings can be large; an effect the other way counts as inactive or inconclusive. Potency is read from the fitted curve at half-maximal effect. An excerpt (hit frequency here may not be typical).

SMILES	Tb PGK inh	GLS inhibitor	ERG Ets-DNA blk	rTrxR1 inhibitor	Pin1 inhibitor	HP1b chromo inh	RGS4 inhibitor	12-LOX inh	JMJD2A Tudor
Cc1cccc(N2C(=O)SC(N(C)c3ccccc3)C2=O)c1 (centres undefined)	-3.2%	6.4%	-0.4%	7.6%[57.1 µM]	-2.3%	13.9%	-15.1%	0.0%	-4.7%
C/C(=N/NC(=O)c1cccs1)c1ccc(NC(=O)COc2ccc(Cl)cc2)cc1	-4.1%	0.2%	-3.2%	0.9%	-0.6%	22.2%	-12.8%	0.0%	3.3%
Cc1ccccc1-n1ncc(C(C)NC(=O)c2ccco2)c1C (centres undefined)	i	-5.7%	15.8%	3.2%	2.8%	58.2%[activator]	-18.0%	-2.6%	-8.4%
Cc1nn(CC(=O)c2cccc(Cl)c2)c(C)c1[N+](=O)[O-]	-1.6%	0.0%	1.0%	26.4%[57.1 µM]	20.9%	21.5%	-8.6%	-26.8%	-9.6%
COc1ccc(C(=O)N2CCN(c3ncccn3)CC2)cc1S(=O)(=O)N1CCOCC1	-4.6%	-3.9%	3.1%	20.1%	-2.0%	20.5%	4.8%	261.1%[activator]	-15.2%
CCCCCCn1c(SCC(=O)c2ccccc2)nc2c1c(=O)[nH]c(=O)n2C	7.0%	-1.4%	-1.1%	10.3%[57.1 µM]	1.1%	7.5%	-3.7%	-2.0%	-4.9%
N#Cc1cccc(NC(=O)CN2CCCCCC2)c1	i	5.9%	-6.2%	5.2%	-4.7%	-10.1%	1.4%	-7.8%	-8.9%
CCOc1ccccc1CNS(=O)(=O)c1ccc2[nH]c(=O)ccc2c1	-7.4%	3.2%	-5.6%	30.4%[57.1 µM]	-1.3%	20.0%[57 µM]	4.8%	-6.4%	-10.0%
CN1C(=O)C2(c3ccccc31)c1c(oc3ccccc3c1=O)C(=O)N2CCO (centres undefined)	-6.4%	-2.7%	-10.4%	25.0%	-3.7%	33.5%	7.6%	43.0%[activator]	-4.0%
COCc1cc(=O)[nH]c(Cc2c(Cl)cccc2Cl)n1	-7.9%	-21.5%	3.1%	14.9%	-8.1%	33.6%	-10.9%	nt	-9.6%
CCOCCCNC(=O)C1CCN(S(=O)(=O)c2cc(Br)cc3c2N(C(=O)CC)CC3)CC1	2.0%	-14.8%	1.6%	17.4%	2.8%	8.2%	36.7%	-10.2%	-8.4%
CN(CC(=O)Nc1cc(S(=O)(=O)N2CCOCC2)ccc1Cl)C1CCS(=O)(=O)C1 (centres undefined)	-11.3%	6.0%	8.4%	6.7%[57.1 µM]	1.8%	33.0%	-13.5%	-7.2%	-2.0%
COCCCN1C(=O)C(=O)/C(=C(/O)c2ccc(OCC(C)C)cc2C)C1c1cccnc1 (centres undefined)	nt	-0.7%	-5.7%	-4.9%	0.5%	14.6%	-2.7%	-10.3%	79.4µM*
CC(C)(CNC(=O)c1ccc(-c2ccccc2Cl)o1)N1CCOCC1	i	0.8%	-4.3%	13.7%[11.4 µM]	4.0%	15.8%	3.8%	-8.0%	-17.1%
COc1ccc(S(=O)(=O)NC(C)C(=O)Nc2ccccc2)cc1Cl (centres undefined)	-6.2%	-4.5%	6.1%	0.4%	-0.9%	27.3%	-5.8%	5.2%	-0.7%
COc1cccc(NC(=O)CCC(=O)Nc2ccc3nc(N4CCOCC4)cc(C)c3c2)c1	-9.1%	3.4%	6.9%	37.6%[activator]	6.2%	39.0%[activator]	-17.2%	?	10.2%
N#Cc1cc2c(nc1SCC(=O)NCc1ccc3c(c1)OCO3)CCCCC2	-8.8%	-1.0%	-0.5%	14.2%	-6.9%	25.1%	16.0%	-7.2%	-9.5%
O=C(N/N=C/c1ccc(Sc2ccccn2)o1)c1cccc([N+](=O)[O-])c1	-6.6%	-0.4%	-2.7%	-22.9%	0.0%	15.0%	-17.1%	1.0%	-29.4%
COc1ccc(CC(=O)NCC2(N3CCCCC3)CCCCC2)cc1	0.4%	1.6%	13.5%	5.2%	-1.6%	5.2%	30.5%	-8.3%	-3.9%
N#Cc1ccc(C(=O)NC2=NCCS2)cc1	-4.0%	8.2%	-4.7%	11.7%	1.5%	22.7%	17.7%	-0.1%	-6.4%
COc1ccccc1-n1c(C)nnc1SCC(=O)Nc1cccc(C(C)=O)c1	-8.1%	8.7%	-13.5%	-6.5%	-10.2%	29.9%	13.4%	-1.6%	-10.4%
COc1ccccc1C(=O)NNC(=O)c1cccc(C)c1	-4.6%	?	0.7%	8.3%[57.1 µM]	0.9%	-15.1%	?	-15.6%	?
Cc1ccc(S(=O)(=O)c2cc3ccccc3nc2N)cc1	-2.2%	8.4%	-1.6%	28.0%[57.1 µM]	1.3%	54.3%[activator]	-8.0%	0.0%	12.0%
O=S(=O)(Nc1cccc(S(=O)(=O)N2CCOCC2)c1)c1ccc2c(c1)OCCO2	-0.1%	9.8%	6.2%	-9.3%[57.1 µM]	-5.2%	11.7%	28.1%	-4.6%	-9.6%
CCc1ccc(NC(=O)[C@H](C)NC(=O)C2CCN(C(=O)[C@@H](NC(=O)OC(C)(C)C)C(C)C)CC2)cc1	nt	-3.5%	2.1%	15.3%	-3.4%	92.4%[activator]	-18.2%	-6.5%	-10.7%

Filtered by structure: those above containing an aryl thioether with sulfur outside any ring.
SMILES	Tb PGK inh	GLS inhibitor	ERG Ets-DNA blk	rTrxR1 inhibitor	Pin1 inhibitor	HP1b chromo inh	RGS4 inhibitor	12-LOX inh	JMJD2A Tudor
CCCCCCn1c(SCC(=O)c2ccccc2)nc2c1c(=O)[nH]c(=O)n2C	7.0%	-1.4%	-1.1%	10.3%[57.1 µM]	1.1%	7.5%	-3.7%	-2.0%	-4.9%
N#Cc1cc2c(nc1SCC(=O)NCc1ccc3c(c1)OCO3)CCCCC2	-8.8%	-1.0%	-0.5%	14.2%	-6.9%	25.1%	16.0%	-7.2%	-9.5%
O=C(N/N=C/c1ccc(Sc2ccccn2)o1)c1cccc([N+](=O)[O-])c1	-6.6%	-0.4%	-2.7%	-22.9%	0.0%	15.0%	-17.1%	1.0%	-29.4%
COc1ccccc1-n1c(C)nnc1SCC(=O)Nc1cccc(C(C)=O)c1	-8.1%	8.7%	-13.5%	-6.5%	-10.2%	29.9%	13.4%	-1.6%	-10.4%

Further entries follow.
SMILES	Tb PGK inh	GLS inhibitor	ERG Ets-DNA blk	rTrxR1 inhibitor	Pin1 inhibitor	HP1b chromo inh	RGS4 inhibitor	12-LOX inh	JMJD2A Tudor
CCC(C)(C)NC(=O)CN(Cc1cccs1)C(=O)C(=O)Nc1ccc2c(c1)OCCO2	nt	1.7%	nt	3.9%[57.1 µM]	6.7%	45.3%[activator]	-22.9%	3.5%	-12.9%
O=c1c2sccc2n(Cc2cc(=O)n3ccccc3n2)c(=O)n1-c1ccccc1	i	-9.7%	nt	?	2.7%	32.9%	0.6%	2.8%	-2.1%
Cc1ccc(C(C(=O)NC2CCCC2)N(C(=O)Cc2cccs2)c2ccc(C)c(C)c2)o1 (centres undefined)	-9.7%	-19.5%	nt	-4.3%	18.5%	-10.5%	-4.6%	?	-22.1%
N#Cc1nc(-c2ccccc2F)oc1NCc1cccc2c1OCO2	nt	-15.2%	nt	-14.6%	0.1%	-12.8%	-1.5%	-5.6%[57.4 µM]	-23.3%
Cc1ccc(C)c(NC(=O)NNS(=O)(=O)c2ccc(C)c(C)c2)c1	1.4%	40.6%[activator]	-5.8%	10.1%	-0.6%	13.8%	45.3%	1.0%	-12.5%
CC(C)CCNC(=O)C(=O)NC1CCCC1	-2.8%	0.0%	-0.6%	19.0%	0.0%	26.0%	5.6%	-5.0%	-0.7%
COc1cc(NC(=O)CCc2nnc3ccc(N4CCN(C)CC4)nn23)cc(OC)c1	-4.1%	-3.8%	-7.9%	-8.9%	-5.5%	21.7%	9.7%	9.8%	-12.4%
Cc1ccc(C(=O)C(C)N2C(=O)NC(C)(c3ccccc3)C2=O)cc1 (centres undefined)	-4.9%	-12.0%	6.1%	21.9%[57.1 µM]	-9.8%	12.7%	26.9%	3.5%	-10.1%
Cc1ccc2cc(CN(C(=O)c3ccco3)c3ccccc3)c(=O)[nH]c2c1	-0.8%	-4.8%	6.2%	?	7.0%	16.9%	-18.8%	0.0%	-11.4%
C[C@@H](NC(=O)c1nc[nH]c1C(=O)NCC(=O)OC(C)(C)C)c1ccccc1	5.9%	-3.2%	2.9%	16.2%[57.1 µM]	?	30.3%	-18.4%	11.1%	-29.4%
O=C(O)c1ccc(COc2ccc3c(c2)CCC3)cc1	-1.5%	2.3%	-1.0%	14.2%	-6.9%	-7.0%	18.3%	6.5%	-9.2%
Cn1cnc2cc(NS(=O)(=O)c3ccc(Br)cc3)ccc21	-5.4%	-4.8%	4.9%	7.6%[57.1 µM]	-9.0%	27.4%	-8.5%	159.2%[activator]	0.8%
COc1ccc(-c2nc(CS(=O)CC(=O)NC3CCCCC3C)c(C)o2)cc1 (centres undefined)	-0.9%	4.4%	19.3%	?	-0.1%	50.5%[activator]	-23.7%	-16.7%	-11.3%
